Assay outcomes deposited in PubChem by several laboratories.
Bcl-W Bim block: inhibitors of Bim-Bcl-W interaction, human; Q92843; bead-based flow cytometry, Bim peptide-Bcl-W binding; inhibition, % at 10 µM; hit rate 0.02% among 190,000;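 further: 0% = bound tracer without compound and 100% = peptide blocker; higher means less fluorescent Bim peptide bound to Bcl-W beads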
RGS4-Gao reg: human RGS4-Galphao interaction regulation; hit rate 0.33% among 220,000; binding response (% of control), % at 10 µM; Multiplexed bead flow cytometry, RGS4-Galphao binding; actives lie on both sides; P09471; in the data active means binding response below about 49% or above about 150%; inactive means in between;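 further: fluorescent Galphao activated with aluminum fluoride binding bead-coupled RGS4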
Target sequence (P09471 whole entry, looked up): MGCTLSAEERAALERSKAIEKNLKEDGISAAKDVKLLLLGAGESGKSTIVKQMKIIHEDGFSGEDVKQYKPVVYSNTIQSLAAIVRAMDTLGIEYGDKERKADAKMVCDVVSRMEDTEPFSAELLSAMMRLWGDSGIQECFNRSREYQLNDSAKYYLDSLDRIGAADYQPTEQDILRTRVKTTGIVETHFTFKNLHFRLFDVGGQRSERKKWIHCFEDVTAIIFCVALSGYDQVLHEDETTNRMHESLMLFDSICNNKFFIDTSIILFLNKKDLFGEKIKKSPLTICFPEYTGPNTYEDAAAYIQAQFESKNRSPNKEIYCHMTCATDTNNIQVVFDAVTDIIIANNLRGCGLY
Bim-Bcl-XL: human Bim-Bcl-XL interaction inhibition | Q07817 | Bim peptide-Bcl-XL binding, bead flow cytometry, fluorescence | inhibition, % at 10 µM | hit rate 0.04% among 190,000
Bim-Bcl-B: inhibitors of Bim-Bcl-B interaction, human. AID 951. inhibition, % at 10 µM. hit rate 0.073% among 190,000. bead-based flow cytometry, Bim peptide-Bcl-B binding;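 further: 0% = tracer peptide without compound and 100% = reference inhibitor peptide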
Target sequence (Q9HD36 whole entry, looked up): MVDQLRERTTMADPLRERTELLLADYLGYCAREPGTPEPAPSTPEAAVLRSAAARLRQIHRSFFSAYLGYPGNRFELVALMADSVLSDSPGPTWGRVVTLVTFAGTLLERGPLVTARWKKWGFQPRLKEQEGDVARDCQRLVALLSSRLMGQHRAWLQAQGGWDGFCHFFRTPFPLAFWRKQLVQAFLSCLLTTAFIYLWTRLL
Mcl-1 Bim block: disrupts Bim peptide binding to human Mcl-1. Q07820. Bead-based flow cytometry, Bim peptide-Mcl-1 binding. inhibition, % at 10 µM. hit rate 0.1% among 190,000. AID 1009;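 further: 0% = no compound tracer wells and 100% = peptide blocker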
Target sequence (Q07820 whole entry, looked up): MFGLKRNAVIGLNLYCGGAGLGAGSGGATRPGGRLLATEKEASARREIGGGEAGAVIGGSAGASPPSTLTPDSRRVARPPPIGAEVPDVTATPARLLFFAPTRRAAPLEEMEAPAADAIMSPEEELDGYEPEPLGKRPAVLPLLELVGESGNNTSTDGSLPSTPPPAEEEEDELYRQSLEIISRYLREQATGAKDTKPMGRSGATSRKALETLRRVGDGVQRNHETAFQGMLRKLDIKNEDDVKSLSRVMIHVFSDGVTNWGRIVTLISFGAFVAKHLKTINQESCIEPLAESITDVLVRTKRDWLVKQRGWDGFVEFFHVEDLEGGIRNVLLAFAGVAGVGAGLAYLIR
Mcl1 Noxa PPI: disrupts binding of human Mcl-1 to Noxa peptide. TR-FRET Mcl-1/Noxa peptide binding, 2 h. hit rate 1.5% among 220,000. Q07820. AID 1022. inhibition, % at 21.7 µM;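 active means compounds that cut the protein-peptide binding signal by more than 50% relative to plate controls in a single-dose test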;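 further: His-tagged Mcl-1 with rhodamine Noxa BH3 peptide and terbium anti-His antibody; 0% = Mcl-1 plus Noxa peptide wells and 100% = peptide-only wells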
RGS8-Gao: human RGS8-Galphao interaction regulation; P09471; multiplexed bead flow cytometry, RGS8-Galphao binding; actives lie on both sides; response (percent of control binding), % at 10 µM; hit rate 0.34% among 220,000; in the data active means response below about 60% or above about 140%; inactive means in between;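 further: Galphao activated as the GDP aluminium fluoride complex binding bead-coupled RGS8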
RGS7-Gao: human RGS7-Galphao interaction regulation. binding response (% of control), % at 10 µM. Multiplexed bead flow cytometry, RGS7-Galphao binding; actives lie on both sides. hit rate 0.35% among 220,000; in the data active means binding response below about 49% or above about 150%; inconclusive means no clear call, values can overlap the other calls; inactive means in between;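 further: fluorescent Galphao held in activated GDP-AlF4 state binding bead-coupled RGS7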
Bfl-1 Bim block: disrupts Bim binding to human Bfl-1; Q16548; Bead-based flow cytometry, Bim-Bfl-1 binding inhibition; inhibition, % at 10 µM; hit rate 0.12% among 190,000; AID 1008;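 further: 0% = wells without compound plus tracer and 100% = blocker peptide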
Bcl-2 Bim block: inhibitors of Bim-Bcl-2 interaction, human. P10415. Bead-based flow cytometry, Bim peptide-Bcl-2 binding. inhibition, % at 10 µM. hit rate 0.06% among 190,000; in the data active means inhibition above about 40%; inconclusive means no clear call, values can overlap the other calls;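 further: 0% = no compound wells with probe peptide and 100% = reference peptide inhibitor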
Mcl1 Bid PPI: disrupts binding of human Mcl-1 to Bid peptide; TR-FRET Mcl-1/Bid-Dy647 peptide binding, 1536-well; inhibition, % at 21.7 µM; hit rate 0.97% among 220,000;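 active means compounds that cut the binding signal by more than half at the single screening dose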;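 further: His-tagged Mcl-1 with europium anti-His antibody binding Bid BH3 peptide; 0% = Mcl-1 plus peptide wells and 100% = peptide-only wells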
* = called active by the depositor; ? = inconclusive; / = no result given. Unless noted, no stated cut-off is given here; in the data, active means inhibition above about 40%.

SMILES	Bcl-W Bim block	RGS4-Gao reg	Bim-Bcl-XL	Bim-Bcl-B	Mcl-1 Bim block	Mcl1 Noxa PPI	RGS8-Gao	RGS7-Gao	Bfl-1 Bim block	Bcl-2 Bim block	Mcl1 Bid PPI
CC(=O)N=Nc1[nH]c(N)c2ccccc12	-2	99	0	-6	1	10	99	?	-3	1	-17
COc1ccc(CCNC(=O)C(=O)Nc2ccc3nc4n(c(=O)c3c2)CCCCC4)cc1OC	/	106	/	/	/	13	106	?	/	/	-20
CCOc1ccc(C(C)C)cc1S(=O)(=O)n1ccnc1C	0	103	1	0	0	0	101	99	0	1	-10
CN(C)S(=O)(=O)c1cccc(COC(=O)C2=COCCO2)c1	-3	97	-8	-2	-2	15	85	96	-1	-3	-9
C=CCn1c(SCC(=O)Nc2ccc(C(=O)OCC)cc2)nnc1-c1sc(N)nc1C	-1	99	-1	0	-1	-2	102	99	0	2	-13
O=C(NC1CC2CCCC(C1)N2S(=O)(=O)c1ccccc1)c1ccccc1 (configuration not stated)	0	102	-4	-4	0	3	108	100	-13	-7	0
CCOc1ccc(N(C(=O)c2cnccn2)C(C(=O)NC2CCCCC2)c2ccc(O)cc2)cc1 (configuration not stated)	-2	95	-6	-6	-3	5	98	111	-16	-7	-11
O=c1[nH]c(=O)c2nnc(N/N=C/c3ccccc3F)nc2[nH]1	/	101	/	/	/	-13	102	?	/	/	-12
O=C(Cc1c(F)cccc1Cl)Nc1ccc(S(=O)(=O)NCC2CCCO2)cc1 (configuration not stated)	0	107	-1	-3	0	-10	107	117	-6	-1	8
O=c1c2nnn(Cc3ccccc3)c2ncn1C/C=C/c1ccccc1	3	98	-3	0	-1	5	97	98	-9	-7	-6
COc1ccc(C(=O)CSc2nnc(-c3ccco3)c(-c3ccco3)n2)cc1	7	98	1	-6	1	90*	93	85	25	5	54*
Cc1cc2cc(CCNS(C)(=O)=O)c(=O)[nH]c2cc1C	0	91	-4	-4	-2	-7	94	91	-5	-1	11
CCC(=O)N(CCC1(c2ccccc2OC)CCOC(C(C)C)C1)Cc1ccco1 (configuration not stated)	/	95	/	/	/	1	95	?	/	/	-8
Cc1cccc(/C=N/NC(=O)Cc2cccs2)c1	/	100	/	/	/	11	101	?	/	/	-30
CC(=O)c1ccc(N2CCN(c3ccc(S(=O)(=O)NCCCN(C)C)cc3[N+](=O)[O-])CC2)cc1	0	100	0	-2	-1	3	101	?	-7	-4	-11
CC(C)OP(=O)(OC(C)C)C(Nc1ccc(C(=O)O)cc1)c1ccccc1 (configuration not stated)	/	99	/	/	/	-3	98	?	/	/	-2
COc1ccc(OC)c(NC(=O)Cn2cc(C=O)c3ccccc32)c1	-2	108	-2	-3	0	10	103	?	-4	-4	-33
CCN(CC)c1cc(NCCO)c([N+](=O)[O-])c2nonc12	-3	100	-1	-3	1	-4	99	102	-1	0	-31
CCO[C@@H]1OC(C(=O)NCc2ccccc2)=C[C@H](C)[C@H]1CCCO	-1	97	-5	-6	-5	-21	100	95	-7	-7	-6
Cc1ccc(S(=O)(=O)N2CCN(C(=O)C3Cc4ccccc4CN3C(=O)c3ccco3)CC2)cc1 (configuration not stated)	-2	91	1	-3	-1	1	99	94	0	-1	-26
Cc1c(C(=O)OC(C)C)[nH]c2c1C(=O)CCC2	1	93	-15	-3	-2	-3	92	92	-14	-7	-20
COc1ccc(NC(=O)c2ccc(COc3ccccc3)o2)cc1	-1	102	-2	0	-1	-4	101	99	0	0	-8
O=C(COC(=O)c1ccccc1Br)NCCN1C(=O)CSC1=O	0	103	-2	-3	0	14	103	?	-4	-5	-11
Nc1nonc1C(=Nc1ccccc1)NO	-1	99	-2	-1	-1	-5	101	100	-1	-1	-4
CC(C)C(=O)c1cc2c(cc1NC(=O)Nc1cccc3ccccc13)OCCO2	-2	94	-4	-2	-2	1	98	98	-1	-4	-31

Random excerpt: 4 compounds from above, in no set order.
SMILES	Bcl-W Bim block	RGS4-Gao reg	Bim-Bcl-XL	Bim-Bcl-B	Mcl-1 Bim block	Mcl1 Noxa PPI	RGS8-Gao	RGS7-Gao	Bfl-1 Bim block	Bcl-2 Bim block	Mcl1 Bid PPI
Nc1nonc1C(=Nc1ccccc1)NO	-1	99	-2	-1	-1	-5	101	100	-1	-1	-4
O=C(COC(=O)c1ccccc1Br)NCCN1C(=O)CSC1=O	0	103	-2	-3	0	14	103	?	-4	-5	-11
O=c1[nH]c(=O)c2nnc(N/N=C/c3ccccc3F)nc2[nH]1	/	101	/	/	/	-13	102	?	/	/	-12
Cc1c(C(=O)OC(C)C)[nH]c2c1C(=O)CCC2	1	93	-15	-3	-2	-3	92	92	-14	-7	-20

(list continues)
SMILES	Bcl-W Bim block	RGS4-Gao reg	Bim-Bcl-XL	Bim-Bcl-B	Mcl-1 Bim block	Mcl1 Noxa PPI	RGS8-Gao	RGS7-Gao	Bfl-1 Bim block	Bcl-2 Bim block	Mcl1 Bid PPI
O=C1C(=O)N(CNc2ccccn2)c2ccccc21	-1	99	-1	-1	-1	4	103	100	0	0	-11
O=C(NCC1COc2ccccc2O1)C1CCCN(S(=O)(=O)c2cccc3cccnc23)C1 (configuration not stated)	5	104	0	-3	1	0	103	102	-4	-6	-7
O=C(NCc1cccs1)C12CC3CC(CC(C3)C1)C2	-1	104	-3	-6	-1	-12	104	106	-9	-5	-12
O=C(CSCc1ccccc1)N/N=C/c1ccc(OCC(=O)N2CCCCC2)cc1	-1	100	1	2	-1	7	99	98	-1	-2	2
Cc1nn(CC(=O)c2ccc(Cl)s2)c(C)c1[N+](=O)[O-]	0	93	1	-6	3	-5	100	93	-1	-2	-18
CCOc1ccc(C(=O)NC(=S)Nc2ccc(NC(=O)CC)cc2)cc1[N+](=O)[O-]	-4	101	-8	-5	-3	30	99	107	-6	-2	-1
O=C(OCc1nc2ccccc2[nH]1)C12CC3CC(CC(C3)C1)C2	0	103	0	42*	0	1	101	104	6	12	-4
CCn1c(SCC(=O)NC)nnc1C(C)C	-3	101	-6	-6	-12	13	100	101	-4	5	-14
N#CCC(=O)Nc1sc2c(c1C(N)=O)CCCC2	2	105	-3	-9	2	0	104	103	-10	-6	1
CNC(=O)CC(=O)Nc1ccccc1C(=O)O	-2	101	-7	-13	-7	5	102	100	-16	-7	-7
COCCn1nnnc1C(c1ccccc1)N1CCN(c2ccccc2)CC1 (configuration not stated)	0	/	-3	0	0	27	/	/	-1	-4	43
N#CC(C(=O)Nc1ccc(Cl)cc1)=C1Nc2ccccc2N1	-3	99	-1	1	1	51*	102	102	-2	0	-2
CCOC(=O)C1(CCOC)CCN(C(=O)c2ccccc2-c2cccc(C)c2)CC1	0	102	0	-2	-1	-2	99	100	-2	-1	-4
Cc1ccc(C(=O)NCC(=O)OCC(=O)c2ccc3c(c2)OCCO3)cc1C	-3	102	-2	-2	-1	16	102	100	-1	-3	-4
Cc1cc(NC(=O)/C=C/c2cccc(Cl)c2)n(-c2nc3ccccc3[nH]2)n1	-6	101	-7	-9	-5	-40	99	100	-1	-4	-42
O=C(c1csc2c1CCCC2)N1CCCCC1	3	101	-1	-4	-1	-3	104	105	-10	-10	2
Clc1ccc(-c2nnc(CNC3CC3)o2)cc1	-7	99	-2	-7	-1	20	98	101	0	-5	-17
CCCn1nnc(NC(=O)COc2ccc(C3CCCCC3)cc2)n1	0	101	1	0	-3	-1	100	102	2	4	5
Cc1nc(-c2ccc(Cl)cc2)sc1C1(C)CC(c2c(Cl)cccc2Cl)=NO1 (configuration not stated)	/	96	/	/	/	13	101	?	/	/	-2
CC(=O)NC(Cc1ccccc1C)C(=O)NC1CCN(C(=O)c2ccc(C)cc2)CC1 (configuration not stated)	2	93	-1	3	-1	23	86	90	2	0	8
CC(C)OC(=O)c1ccc(NC(=O)c2ccccc2)cc1	-4	106	-7	-5	-6	12	109	106	-3	-2	1
O=C(O)COc1ccccc1/C=N/NC(=O)CN1CCN(Cc2ccc(Cl)cc2)CC1	/	102	/	/	/	5	102	?	/	/	-8
CC(C)NC(=O)c1cc2n(n1)C(C(F)(F)F)CC(c1ccco1)N2 (configuration not stated)	0	98	1	-5	0	-2	99	98	-2	-6	-5
COC(=O)c1ccc(CSc2nnc(NCc3ccccc3)s2)o1	-2	98	-4	-2	-3	3	101	99	0	-2	-8
O=C(CSc1nc2ccccc2o1)Nc1nccs1	-1	100	-2	-7	0	5	100	102	-10	-4	-14
SMILES	Bcl-W Bim block	RGS4-Gao reg	Bim-Bcl-XL	Bim-Bcl-B	Mcl-1 Bim block	Mcl1 Noxa PPI	RGS8-Gao	RGS7-Gao	Bfl-1 Bim block	Bcl-2 Bim block	Mcl1 Bid PPI
CCC(C)C(NC(=O)C1CCC(C)CC1)C(=O)NCc1ccccn1 (configuration not stated)	0	111	2	0	0	7	107	108	0	2	-17
Cc1c(/C=C/C(=O)c2ccccc2O)cnn1C	-6	89	-9	-8	-3	-4	79	92	-4	-7	-42
CC(C)c1ccccc1NC(=S)NCc1nc2ccccc2[nH]1	-2	98	-4	1	-3	13	100	94	1	-3	-55
Cn1nc2sc3ccccc3n2c(=O)c1=O	/	87	/	/	/	-4	103	?	/	/	-3
COc1cc2c(cc1NC(=O)CSc1nnnn1-c1ccccc1)oc1ccccc12	-7	104	-3	3	4	14	97	101	-4	6	-32
CCOC(=O)N1CCN(C(=O)CCS(=O)(=O)c2ccc(Br)s2)CC1	-2	98	-5	-8	-1	-3	99	98	-15	-8	-10
CC(=O)Nc1ccc(S(=O)(=O)NCCSCc2ccc(Cl)cc2Cl)cc1	0	95	0	0	4	4	98	98	3	-4	3
CCOC(=O)c1sc2nc(C3CC3)cc(-c3ccc(F)cc3)c2c1N	1	100	-9	-8	-1	-1	103	101	-17	-10	-22
CC(=O)C(C)Oc1ccc2c3c(c(=O)oc2c1)CCCCC3 (configuration not stated)	-1	103	0	0	-2	-15	105	97	0	0	6
COCCCn1c(SCC(=O)Nc2nc3ccccc3s2)nnc1-c1ccoc1C	-1	100	-3	1	-1	-12	100	97	3	4	-2
Cc1cccc(N(CC(=O)Nc2ccccc2F)S(C)(=O)=O)c1	-2	98	-3	-9	-3	15	100	98	-15	-7	-19
Cc1nc2ccccc2c(=O)n1NC(=O)Nc1ccccc1	6	105	-3	-8	-2	6	105	110	-11	-8	-20
CC(/C=N/n1c(-c2cccnc2)n[nH]c1=S)=C\c1ccco1	/	103	/	/	/	48	100	?	/	/	-170
CCc1nnc(NC(=O)CSc2nnc(C)n2CC2CCCO2)s1 (configuration not stated)	-3	89	5	-5	-2	-2	99	93	-12	-8	6
Cc1cc(N/N=C/c2ccc(Cl)cc2)nc(NCc2ccccc2)n1	0	102	-3	-2	0	14	103	102	-5	-5	11
O=C(COC(=O)c1ccc2c(c1)C(=O)N(Cc1ccncc1)C2=O)Nc1cccc2ccccc12	2	102	-1	0	-2	49	100	?	-3	5	35
O=C(O)c1ccccc1C(=O)Nc1ccc(-c2csc(-c3ccccc3)n2)cc1	-2	104	-2	1	-3	18	103	103	-6	-3	-24
Cc1ccc(CCNC(=O)C2CCCN(S(=O)(=O)c3cccs3)C2)cc1 (configuration not stated)	-1	92	-12	-7	-2	-4	95	96	-14	-11	2
Cc1ccc(C(C)C)c(OCC(=O)OCc2c(C)noc2C)c1	3	105	-3	-7	0	1	105	102	-8	-8	-10
COc1ccc(OC)c(Nc2nc(NCc3ccco3)nc(N)c2[N+](=O)[O-])c1	/	98	/	/	/	19	96	?	/	/	0
Cc1cc(C)c(C2=CSC3=NS(=O)(=O)CCN23)c(C)c1	-3	92	-4	-6	-2	16	95	93	-11	-8	-8

Hits appear at their usual frequency; about 2.7% have a hit in one of these screens.
